Screening results: PubChem BioAssay, Broad Institute
EWS-Fli block: EWS/Fli transcriptional activity inhibition | A673 NR0B1-luciferase reporter, viability-normalised | inhibition, % at 12.6 µM | actives 0.67% (n = 350,000) | AID 651661;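 active means mean inhibition of at least 50% after viability correction, with every replicate also passing that limit; inconclusive means mean reaches 50% but only one of two replicates passes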;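 further: firefly luciferase signal divided by Alamar Blue viability fluorescence both relative to DMSO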
F508del corr: CFTR F508del correction in bronchial cells; actives 0.36% (n = 350,000); CFBE cells, YFP halide quenching; stimulated with forskolin plus potentiator P3; % fluorescence drop versus neutral controls; activity (quench increase), % at 7.58 µM;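 active means mean added fluorescence quench of at least 8% versus neutral control, with both replicates also reaching 8%; inconclusive means only one of the mean or replicate conditions met; inactive means mean below 8% and not both replicates reaching 8%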;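 further: cells transiently co-express mutant CFTR-F508del with the halide-sensitive YFP; corrector assay measuring rescue of mutant channel to the surface after 24 h compound exposure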
miR-122 sensor: inhibitors of miR-122 in Huh7 cells; Huh7 miR-122 Renilla luciferase sensor, 48 h; neutral wells = 0, positive control = 100; activation (reporter increase), % at 12.5 µM; actives 0.3% (n = 340,000); AID 602342;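 active means mean replicate activation score at least 90 and every replicate individually at or above 90; inconclusive means only one of the two criteria met; inactive means neither criterion met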;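 further: higher luciferase means less miR-122 activity so hits act as miR-122 inhibitors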
PAX8 reporter: inhibitors of PAX8 transcriptional activity in RMG-I cells. inhibition, % at 12.6 µM. actives 1.2% (n = 360,000). RMG-I TPO-luciferase reporter, SteadyGlo, 24 h;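 active means mean replicate inhibition at least 60% with every replicate also reaching 60%; inconclusive means only one of the two criteria is met; inactive means mean below 60% and not all replicates reaching 60%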;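 further: luciferase light reporting Pax8 driven TPO promoter activity; plate controls were median of neutral control wells for no effect and mitoxantrone controls for full effect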
FN deposition inh: fibronectin deposition inhibition. AH1F fibroblasts, Alexa488-fibronectin deposition fluorescence, overnight. AID 743247. inhibition, % at 12.6 µM. actives 0.086% (n = 350,000);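 active means mean inhibition across replicates of 30% or more, regardless of how many single replicates reach that level; inconclusive means mean under 30% yet at least half of replicates reach 30%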;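 further: positive control wells lacked labelled fibronectin entirely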
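Assay system: AH1F fibroblasts assembling fluorescent fibronectin matrix; Amount: 10000 AH1F cells per well; Buffer or medium: DMEM, 2% serum; Probe or stimulus: Alexa488-fibronectin, 24 nM final in well; Doses: single compound dose, delivered by pin transfer; Incubation: 1 h adhesion, overnight exposure; Measured by: fluorescence 485/525 nm; Read-out: fibronectin deposition inhibition.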
DENV2 CPE rescue: inhibitors of DENV2 cytopathic effect | CPE inhibition, % at 9.99 µM | DENV2-infected cells, cytopathic effect rescue, plate reader | actives 1.7% (n = 350,000); in the data active means CPE inhibition above about 20%, passing the limit was not always enough; inconclusive means no clear call, values can overlap the other calls; tested in BHK-21 cells;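 further: 0% = median of neutral control wells and 100% = median of positive control wells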
GSIS activator: primary screen for activators of insulin secretion dependent on glucose, INS-1E cells, GLuc reporter luminescence; activation, % at 16.6 µM; AID 743287; actives 0.61% (n = 370,000); INS-1E GLuc reporter insulin secretion, 2-3 h;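 active means lowest replicate activation of at least 40%, so every replicate reaches that level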;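 further: 0% = median of neutral control wells and 100% = median of IBMX positive control wells; some compounds called inactive have numbers as strong as hits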
* marks the source's active call; other numbers are inactive results; u = inconclusive; x = no result given; [ ] = dose if it differs, or a comment.

Order of results: EWS-Fli block | F508del corr | miR-122 sensor | PAX8 reporter | FN deposition inh | DENV2 CPE rescue | GSIS activator
- COCC(=O)N(C)C[C@@H]1Oc2cc(-c3ccc(F)cc3)ccc2S(=O)(=O)N([C@@H](C)CO)C[C@H]1C
  -17.7 | 1.6 | 1.2[16.7 µM] | x | -4.8 | -9.8 | 2.3
- CO[C@H]1CC[C@H]2CCN(C)C(=O)[C@H](C)[C@@H](OC)CN(C)C(=O)c3cc(C#N)ccc3OC[C@@H]1O2
  5.2 | -2.6 | x | -1.6 | -14.6 | 0.7 | 8.5
- CCOC(=O)C1(C)/C(=N/Nc2ccc(S(N)(=O)=O)cc2)C(=O)C(=O)N1c1ccccc1 (configuration not stated)
  -4.5 | 6.0 | 0.9 | -2.3 | x | 9.4 | -8.9
- Cc1c(CCC(=O)N[C@@H](C)C(=O)O)c(=O)oc2cc3occ(-c4ccccc4)c3cc12
  3.5 | -0.4 | -5.1 | -5.8 | 3.7 | -1.5 | 4.6
- CO[C@@H]1CN(C)C(=O)c2ccc(NC(=O)c3ccc(F)cc3)cc2OC[C@H](C)N(C(=O)c2ccc(F)cc2)C[C@@H]1C
  3.9 | 2.5 | -15.0[16.7 µM] | -0.5 | 6.4 | -1.4 | -23.4
- COc1ccccc1CC1CC(=O)N(c2ccc([N+](=O)[O-])cc2)C1=O (configuration not stated)
  5.6 | 1.6 | -4.8 | -10.5 | x | 2.9 | -10.6
- C=CCOc1cccn2c(N(C=O)Cc3ccccc3)c(CC)nc12
  2.2 | -4.0 | 1.8 | -6.8 | x | -10.4 | -3.2
- COc1cc(/C=N/N2CCCCC2)cc(OC)c1O
  -15.0 | 1.4 | x | 14.8 | -5.5 | 5.0 | 4.5
- C[C@H](CO)N1C[C@H](C)[C@H](CN(C)Cc2ccc(C(=O)Nc3ccccc3N)cc2)Oc2ccc(NS(=O)(=O)c3ccccc3)cc2C1=O
  41.7 | -0.1 | 36.5[16.7 µM] | 27.5 | x | 7.9 | -0.4
- COc1ccc2c3c(n(C)c2c1)[C@H](CO)N(Cc1ccncc1)CC31CN(C(=O)Nc2cccc(F)c2)C1
  -2.7 | -5.3 | x | -8.4 | 3.2 | 12.0 | -7.3
- CCOC(=O)C1CCN(c2c(NCCCN3CCCCC3)c(=O)c2=O)CC1
  -0.4 | 1.8 | 13.1 | -8.4 | 3.5 | x | 2.7
- O=C(O)Cc1ccccc1C(=O)O
  x | x | -10.0 | -0.3 | 5.5 | x | x
- CN1CCC23c4ccccc4NC1C21CCN(C)C3Nc2ccccc21
  0.6 | -3.4 | 2.3 | x | x | -9.5 | x
- COc1ccccc1S(=O)(=O)Nc1ccc2c(c1)C(=O)N(C)C[C@@H](OC)[C@@H](C)CN[C@H](C)CO2
  2.3 | u | x | -8.6 | -15.1 | 4.0 | 3.6
- CN(CCO)S(=O)(=O)c1ccc2c(c1)C(=NO)c1cc(S(=O)(=O)N(C)CCO)ccc1-2
  2.4 | 0.6 | -5.8 | 6.2 | 1.8 | 1.6 | 5.9
- O=C(NCCCn1ccnc1)/C(=C\c1ccccc1Cl)NC(=O)c1ccccc1
  x | -0.4 | 12.9 | 9.1 | x | 17.4 | -12.3
- C[C@H]1CN([C@@H](C)CO)C(=O)c2cccc(NC(=O)Nc3ccc(C(F)(F)F)cc3)c2O[C@@H]1CN(C)S(=O)(=O)c1ccccc1
  5.6 | -3.8 | x | 26.5 | -3.1 | -0.7 | -11.2
- CC(C)c1ccc2c(c1)C1Cc3ccccc3C1N2 (configuration not stated)
  x | x | x | -53.1 | 2.7 | x | -10.4
- C[C@H]1CN([C@@H](C)CO)C(=O)Cc2cc(NC(=O)Nc3ccccc3)ccc2O[C@@H]1CN(C)S(=O)(=O)c1cn(C)cn1
  -8.4 | -1.4 | 0.4[16.7 µM] | -8.4 | x | 7.3 | 9.1
- O=C(OCC(=O)C12CC3CC(CC(C3)C1)C2)c1cccnc1Cl
  1.6 | 1.9 | x | 31.7 | 0.1 | 0.4 | x
- COC(=O)C1=C(C)N(Cc2ccccc2)C(=O)N[C@H]1c1cccc(C(F)(F)F)c1
  -2.7 | -3.4 | -3.2 | -4.3 | -10.2 | x | -15.7
- C[C@H]1CN([C@@H](C)CO)C(=O)Cc2cc(NC(=O)Cn3cnnn3)ccc2O[C@@H]1CN(C)Cc1ccc(C(F)(F)F)cc1
  -9.2 | 0.9 | -9.7[16.7 µM] | -5.4 | x | 2.1 | 3.3
- CCOC(=O)CSc1nc2sc(C)c(C)c2c(=O)n1C
  x | x | 3.0 | -4.6 | 13.1 | x | x
- NS(=O)(=O)c1ccc(CNC(=O)c2ccc3ccccc3n2)cc1
  -1.9 | 4.7 | -0.8 | 13.8 | -3.5 | -0.4 | 15.3
- Cc1cccc(C)c1OCC(O)Cn1ccnc1C (configuration not stated)
  -1.1 | 3.6 | -5.6 | 15.9 | -10.1 | 40.2* | -25.9
- O=C(c1ccc2c(=O)n(Cc3ccccc3)c(=S)[nH]c2c1)N1CCOCC1
  6.9 | 7.5 | -10.5 | -0.8 | 11.0 | 1.9 | 2.6
- O=C(NC1CCCCC1)C1COc2ccccc2O1 (configuration not stated)
  -13.8 | -2.7 | x | x | 3.2 | -4.7 | 20.0
- CCC(=O)N(C)C[C@H]1Oc2ncc(-c3ccccc3F)cc2C(=O)N([C@@H](C)CO)C[C@@H]1C
  2.5 | -0.9 | 7.7[16.7 µM] | x | -9.0 | 0.9 | 6.6
- C[C@H]1CN([C@@H](C)CO)C(=O)c2cccc(NC(=O)c3ccc(-c4nccs4)cc3)c2O[C@H]1CN(C)Cc1ccc(Oc2ccccc2)cc1
  6.8 | 2.0 | -4.5[16.7 µM] | x | x | 2.3 | -52.6
- C/C(=N\NC(=S)NCc1ccccc1)c1ccc(Br)cc1
  13.5 | 0.4 | x | -2.5 | -0.7 | -0.9 | -27.0
- Cc1noc(C)c1CSc1ncnc2sc3c(c12)CCCCC3
  7.8 | x | 4.4 | 6.3 | 16.1 | -1.3 | 12.9
- Clc1ccc(-c2noc3c2-c2nc(Cc4cccc5ccccc45)sc2CC3)cc1
  -3.1 | -1.1 | x | 8.1 | -3.8 | x | 5.9
- CC(C)CC#Cc1ccc([C@@H]2[C@H](CO)N3CCCCN(S(=O)(=O)c4ccc(F)cc4)C[C@@H]23)cc1
  24.8 | 4.9 | -8.1[16.7 µM] | -11.0 | x | -25.5 | -21.9
- C[C@H](O)[C@@H]1C(=O)N2CCc3ccc(N4CCN(C)CC4)cc3[C@@H]2C[C@@H]1N(C)C(=O)NC1CCCCC1
  -0.8 | -0.2 | -3.5 | -3.0 | 14.8 | 7.6 | -7.6
- COc1cc(C(=O)NNC(=O)Cc2ccc(S(=O)(=O)N3CCOCC3)s2)cc(OC)c1OC
  -2.2 | -0.4 | -5.1 | -6.4 | -8.5 | 1.0 | 24.7
- O=c1[nH]c(-c2ccccc2)nnc1-c1ccccc1
  -120.7 | 2.5 | 3.0 | -77.4 | 1.2 | x | 4.4
- CCC(=O)Nc1ccc2c(c1)C(=O)N(C)[C@@H]1CC[C@@H](CC(=O)NCc3ccccc3)O[C@@H]1CO2
  -0.4 | -1.0 | -2.7[16.7 µM] | 4.8 | -1.6 | 4.5 | -3.3
- CO[C@H]1CN(C)C(=O)c2cc(NC(=O)NC(C)C)ccc2OC[C@@H](C)N(C(=O)CC2CC2)C[C@@H]1C
  -3.8 | -3.4 | -0.4[16.7 µM] | x | -1.3 | 5.9 | -2.8
- COc1ccccc1N1CCN(C(=O)c2ccc3c(=O)n(Cc4ccco4)c(=S)[nH]c3c2)CC1
  x | x | -5.6 | 27.1 | -9.6 | x | -8.2
- O=C(CN1C(=O)NC2(CCCC2)C1=O)Nc1cc(C(F)(F)F)ccc1N1CCCCC1
  1.5 | 1.5 | 5.4 | 1.3 | x | -4.0 | -34.1
- Cc1cc(NS(=O)(=O)c2ccc(NC(=O)CNS(=O)(=O)c3ccccc3)cc2)nc(C)n1
  2.2 | 0.3 | 0.8 | 7.7 | 3.5 | -1.1 | 10.9
- COc1cccc(CC2(CO)CCCN(C(=O)c3cc[n+]([O-])cc3)C2)c1 (configuration not stated)
  0.7 | 2.6 | -1.7 | -9.1 | -14.6 | -0.6 | -20.2
- COc1ccc(Br)cc1CN(C)C(=O)c1cnc(C)cn1
  5.7 | 4.6 | x | -7.5 | -4.0 | -1.9 | 11.1
- CCOC(=O)C1=C(C)N=c2s/c(=C/c3cccc([N+](=O)[O-])c3O)c(=O)n2C1c1ccc(OC)cc1OC (configuration not stated)
  -2.4 | 0.4 | -10.1 | 15.6 | 0.9 | -8.1 | 1.0
- CC(=O)Nc1ccc(C(=O)CN2C(=O)NC3(CCOc4ccccc43)C2=O)c(F)c1 (configuration not stated)
  2.6 | 4.0 | x | 12.2 | -2.7 | u | -6.3
- CC(C)c1ccccc1NC1=CC(=O)CC(C)(C)C1
  -8.7 | x | -4.8 | -7.6 | -1.7 | x | -12.9
- Brc1ccc(/C=N/Nc2nncc(-c3ccccc3)n2)o1
  -22.5 | -2.0 | x | -22.5 | -1.7 | -3.5 | -1.4
- COc1ccccc1Cn1c(=S)[nH]c2cc(C(=O)N3CCN(C)CC3)ccc2c1=O
  3.3 | 0.0 | -2.4 | x | x | 1.5 | -0.7
- O=C(c1ccc(F)cc1)N1CC(=O)N2[C@H](CO)[C@H](c3ccc(/C=C/c4ccccc4)cc3)[C@@H]2C1
  14.5 | -0.1 | x | 20.6 | x | u | -17.4
- O=C(O)c1ccc(NS(=O)(=O)c2ccc(Cl)c(C(=O)Nc3ccccc3)c2)cc1
  11.0 | 2.0 | 0.7 | 9.5 | 0.8 | -1.0 | 25.7

Later entries:
Order of results: EWS-Fli block | F508del corr | miR-122 sensor | PAX8 reporter | FN deposition inh | DENV2 CPE rescue | GSIS activator
- Cc1cnc(C=NNC(N)=S)c2cccc(N)c12
  9.6 | -1.3 | 5.3 | -9.6 | -3.8 | 4.0 | -7.4
- COc1cc(CN2CCN(Cc3ccc(C(F)(F)F)cc3)CC2)cc(OC)c1OC
  19.0 | 2.0 | 1.3 | -14.6 | -2.8 | 3.2 | -14.6
- CCn1cc(C(=O)N2CCc3ccccc32)c(=O)c2cc(S(=O)(=O)N3CCCCCC3)ccc21
  x | x | 17.9 | x | -2.6 | x | -42.6
- CC(C)(C)c1ccc(-n2ncc3c2CCCC3NC(=O)c2ccncc2)cc1 (configuration not stated)
  x | -4.5 | -0.2 | 2.6 | x | 0.8 | 5.6
- C[C@@H]1CN([C@@H](C)CO)C(=O)c2cccc(NC(=O)Nc3ccc(C(F)(F)F)cc3)c2O[C@H]1CN(C)C
  -16.5 | 2.6 | 10.2[16.7 µM] | 9.6 | x | 3.0 | -5.8
- Cc1ccc(F)cc1S(=O)(=O)N[C@@H]1CCN(Cc2cccc3[nH]ccc23)C1
  -1.1 | 1.4 | x | -8.9 | x | -1.9 | x
- O=C(CCC1CCN(Cc2ccc(Cl)cc2)CC1)NC1CC1
  6.5 | 1.9 | -0.9 | 3.5 | 1.7 | -1.7 | 0.5
- Cc1cc(C)n2nc(C(=O)N/N=C/c3ccc(Cl)cc3)nc2n1
  -9.5 | -0.3 | x | -9.3 | -0.8 | -1.5 | 3.8
